# Mtb FBA inh: Mtb FBA enzyme inhibitors, primary screen, biochemical, fluorescence, strain H37Rv; hit rate 2.3% among 360,000; purified M. tuberculosis FBA, fluorescence read-out; inhibition, % at 1 µM; in the data active means inhibition above about 27%;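 further: 0% = vehicle and 100% = reference inhibitor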
# GDH-TPI inh: GDH-TPI coupling enzyme inhibitors, primary screen, artefact control for M. tuberculosis FBA inhibitor project, biochemical, absorbance, full deck; GDH-TPI coupled enzyme counterscreen, NADH absorbance; inhibition, % at 4.8 µM; hit rate 1.2% among 360,000; in the data active means inhibition above about 30%;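 further: 0% = DMSO wells and 100% = wells lacking the enzyme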
# Mtb UGM inh: M. tuberculosis UGM enzyme inhibitors, primary screen, biochemical, fluorescence polarization, single point. purified UGM, fluorescence polarization probe displacement. inhibition, % at 10 µM. hit rate 0.06% among 320,000. AID 504406, 2011; in the data active means inhibition above about 10%, passing the limit was not always enough
# Y pestis TopoI: Yersinia pestis topoisomerase I inhibitors, primary screen, biochemical, cleavage product accumulation, plate reader, single point; DNA topoisomerase I (Yersinia pestis CO92); Y. pestis Topo-I cleavage product accumulation; activity, % at 10 µM; hit rate 0.064% among 360,000; AID 504884, 2011; in the data active means activity above about 50%, passing the limit was not always enough; further: inactives centre near 2
# BH1578 lux ind: inducers of Vibrio cholerae quorum light production without autoinducers, primary screen, BH1578 luxS cqsA deficient, single point; V. cholerae BH1578 lux reporter, luminescence, 6 h; activation, % at 18.7 µM; hit rate 0.16% among 350,000; in the data active means activation mostly above about 9.7%, no sharp cut-off; further: not every result past the cut was called active; inactives centre near 0; reference of the scale not given here
# TcdB inh: TcdB glycohydrolase inhibitors, primary screen, biochemical, single point, plate reader; Toxin B (Clostridioides difficile), P18177; TcdB glycohydrolase enzymatic assay; inhibition, % at 9.99 µM; hit rate 0.24% among 350,000; AID 652162, 2013; in the data active means inhibition above about 10%
# FadD28 binding: inhibitors of FadD28 bisubstrate probe binding, primary screen, biochemical, fluorescence polarization, single point | inhibition, % at 12.5 µM | hit rate 0.22% among 360,000; in the data active means inhibition above about 8.5%, passing the limit was not always enough
# Mtb BioA inh: M. tuberculosis BioA enzyme inhibitors, primary screen, biochemical, plate reader, single point, HTS | 7,8-diaminopelargonic acid synthase BioA (Mycobacterium tuberculosis) | purified M. tuberculosis BioA enzyme | inhibition, % at 9.99 µM | hit rate 0.096% among 360,000; in the data active means inhibition above about 40%
# PfHsp40 rescue: rescue of yeast from PfHsp40 toxicity, primary screen, S. cerevisiae, ATP luminescence; AID 504582, 2011; hit rate 0.68% among 340,000; S. cerevisiae expressing PfHsp40, growth rescue; growth rescue, % at 12.5 µM; in the data active means growth rescue above about 28%, passing the limit was not always enough;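 further: yeast W303a lacking pdr1 and pdr3 grown in galactose medium; growth measured after three days at 30 °C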
# * = called active by the depositor; i = inactive; / = no result given. Random draw from the library (roughly 4.6% active in at least one column).
item	Molecule	Mtb FBA inh	GDH-TPI inh	Mtb UGM inh	Y pestis TopoI	BH1578 lux ind	TcdB inh	FadD28 binding	Mtb BioA inh	PfHsp40 rescue
1	CC(C)Cc1oc(C(=O)O)cc1CN1CCOCC1	0.3	4.2	0.5	0.6	0.3	1.7	-3.0	/	-0.1
2	CN(C)C1=NCCN1CCc1cccc(F)c1	2.4	-5.8	-3.1	-9.1	-5.0	-0.3	-1.9	0.0	-1.7
3	O=S(=O)(Nc1ccc(Cl)cn1)c1ccc(Cl)cc1	-2.0	-3.9	-0.4	-2.6	-0.3	0.3	0.2	/	1.5
4	Cc1cccc(C)c1OCc1cc(C(=O)N2CCN(c3ccccc3)CC2C)no1 (stereo unspecified)	0.4	-7.6	0.8	-8.8	0.7	1.4	1.2	-0.6	-0.8
5	O=[N+]([O-])c1ccc(N(CCO)CCO)c2c1no[n+]2[O-]	-3.6	19.5	/	1.2	38.5*	4.4	1.3	-50.2	/
6	O=C(CC(CC(=O)c1ccccc1)c1ccncc1)c1ccccc1	-1.7	-2.6	/	6.2	-2.9	-0.4	-3.3	-1.0	0.1
7	O=C(CN(Cc1ccccc1F)C(=O)Cn1nnc(-c2cccs2)n1)NCC1CCCO1 (stereo unspecified)	3.5	2.9	2.7	4.7	0.9	1.0	0.0	1.2	0.7
8	Cc1nn(C(=O)c2cccs2)c(N)c1-c1ccccc1	-2.5	-0.5	-0.3	13.6	-0.2	0.8	-4.0	-1.2	-0.3
9	c1ccc(-n2ncc3c(NCc4cccnc4)ncnc32)cc1	6.6	-8.8	-0.2	0.6	-1.0	/	-3.0	4.8	1.0
10	CCOCCOC(=O)c1ccc(NC(=O)c2cc3ccccc3o2)cc1	-4.5	-4.5	/	7.5	0.0	-0.2	-4.7	1.1	2.5
11	COc1ccc(OCC(=O)Sc2ccc(C)cc2)cc1	-3.5	-0.8	0.7	14.8	i	/	-4.0	0.7	-1.8
12	CCOc1ccc(N2CC(NS(=O)(=O)c3cccs3)CC2=O)cc1 (stereo unspecified)	-1.5	-6.3	-1.4	-7.8	i	2.4	-3.7	-0.4	-0.7
13	COc1ccc(CNC(=O)C2CCC(=O)N(CCCN3CCCC3=O)C2)cc1 (stereo unspecified)	2.4	2.0	1.8	-7.7	-0.5	1.2	0.1	0.9	-1.0
14	OC(COc1ccc2ccccc2c1)Cn1ccnc1 (stereo unspecified)	1.0	2.5	1.2	0.7	1.2	/	-2.2	/	0.0
15	COc1ccc2nc(NC(=O)NC3CCCCC3)sc2c1	2.2	6.5	1.5	0.8	-0.7	1.5	-1.5	/	0.3

# Brought forward from above: 2 compounds, followed by the next part.
item	Molecule	Mtb FBA inh	GDH-TPI inh	Mtb UGM inh	Y pestis TopoI	BH1578 lux ind	TcdB inh	FadD28 binding	Mtb BioA inh	PfHsp40 rescue
14	OC(COc1ccc2ccccc2c1)Cn1ccnc1 (stereo unspecified)	1.0	2.5	1.2	0.7	1.2	/	-2.2	/	0.0
15	COc1ccc2nc(NC(=O)NC3CCCCC3)sc2c1	2.2	6.5	1.5	0.8	-0.7	1.5	-1.5	/	0.3
16	CC(C)Cc1cc(C(=O)N2CCCC(C(=O)c3cc(F)ccc3F)C2)n(C)n1 (stereo unspecified)	-0.1	0.4	-2.9	22.6	0.9	-1.2	0.5	0.8	-0.2
17	CCOC(=O)c1cc(C#N)c(Oc2ccccc2)nc1-c1ccccc1	4.5	-0.7	0.3	29.7	i	/	-0.7	/	0.2
18	COC(=O)c1ccc(-c2ccc(/C=N/NC(=O)Cc3nnc(N)s3)o2)cc1	27.6*	36.6*	1.3	2.6	-0.4	1.5	-4.0	/	-0.2
19	O=C(COC(=O)c1ccc[nH]c1=O)NC1CCCCC1	-3.2	3.7	-0.3	1.8	-0.4	0.5	-4.1	-2.3	1.6
20	Cc1cc(C)cc(NC(=O)c2c(C)nc3ccccn23)c1	0.0	2.5	-0.2	3.8	i	2.3	-1.8	/	2.5
21	CC(=O)c1ccc(N(CC(=O)NC2CCCC2)C(=O)c2csnn2)cc1	-1.9	-2.5	1.6	8.7	-3.8	-1.5	0.4	-0.7	1.0
22	Cc1cc(C(=O)OCC(=O)NCCN2C(=O)CSC2=O)ccc1[N+](=O)[O-]	-2.0	-3.2	-1.2	-10.5	-1.4	1.4	-3.2	-1.5	0.0
23	CCC(C)N(C(=O)COC(=O)COc1c(C)cc(C)cc1C)C1CCS(=O)(=O)C1 (stereo unspecified)	1.8	2.4	0.1	7.8	2.9	0.2	-1.4	/	-0.7
24	COc1ccc(N(CC(=O)Nc2cccc([N+](=O)[O-])c2C)S(C)(=O)=O)cc1OC	1.4	13.6	1.0	5.3	-2.2	/	-2.5	/	1.4
25	COc1ccccc1OCC(=O)N1CCCC(N2CCN(c3ccc(F)cc3)CC2)C1 (stereo unspecified)	-1.6	-1.4	-2.1	24.0	-0.8	0.3	-2.6	0.5	5.6
26	COc1ccccc1NC(=O)Nc1ccccc1Br	-3.3	-2.0	-1.4	-0.4	0.2	0.6	-0.8	/	3.3
27	COc1ccc(C(C)(O)c2nc(-c3ccc(OC)c(OC)c3)cs2)cc1 (stereo unspecified)	2.1	5.3	/	-10.4	i	-0.8	-0.8	1.5	/
28	O=C1C(c2ccccc2)C(c2ccccc2)NC(c2ccccc2)C1c1ccccc1 (stereo unspecified)	5.8	-3.8	-0.6	-9.1	5.9	/	-1.0	3.0	-0.1
29	Nc1nc(CSc2ccc(Cl)cc2)nc(N2CCCCC2)n1	-3.9	-5.7	-2.6	23.9	i	2.0	-6.8	/	1.8
30	CCCNC(=O)C1(C)CCCN(C(=O)c2ccc3snnc3c2)C1 (stereo unspecified)	3.0	-8.8	/	2.2	i	-0.1	-0.9	6.8	/
31	O=C(NNC(=O)c1cc(S(=O)(=O)N2CCOCC2)ccc1Cl)c1ccc(F)cc1	3.3	0.9	/	0.7	-1.2	0.7	-1.3	-0.2	/
32	CC(C)(O)/C=C1/Oc2ccccc2C1N1CCCCC1 (stereo unspecified)	-0.4	-3.2	1.9	-11.9	i	/	-4.5	-1.3	0.6
33	Cc1cc(C)c(NC(=O)COC(=O)c2nc3nccc(C)n3n2)c(Cl)c1	-1.0	0.6	-1.2	-3.3	i	-1.2	-2.2	-0.5	0.0
34	CC(C1CCN(Cc2cn(C)nc2-c2cccc(Cl)c2)CC1)N1CCOCC1 (stereo unspecified)	-0.6	5.1	1.8	-2.6	-0.1	0.9	-3.1	/	-1.5
35	Cc1ccc(NC(=O)c2cccs2)cc1S(=O)(=O)N(C)C	2.2	-0.8	-1.2	-9.7	-0.4	1.3	-2.6	1.4	0.4
36	C=CCN(C(=O)CNC(=O)c1ccco1)C(C(=O)NC1CCCCC1)c1ccccc1 (stereo unspecified)	0.3	-3.7	-1.0	-1.4	1.2	-0.4	-0.3	-0.7	-0.3
37	OCc1ccccc1-c1cccc2nccn12	15.2	12.9	/	2.3	0.3	/	0.6	-2.3	/
38	COc1cccc(SCc2noc(C(=O)NC(C)C)c2C(=O)O)c1	-0.7	-12.9	0.7	2.3	-0.5	2.0	-1.3	-1.5	8.3
39	NS(=O)(=O)c1ccc(NC(=S)NC(=O)C2CCCC2)cc1	4.6	3.1	0.4	-7.8	i	0.4	-1.3	-1.4	0.9
40	Cc1ccccc1NC(=S)N(CCCN1CCC(C)CC1)Cc1ccco1	-0.2	1.2	1.9	18.1	-0.4	/	-0.5	0.8	1.6
41	COc1ccc(CN2C(=O)C(CC(C)C)Nc3ncnc(N4CCN(c5ccccn5)CC4)c32)cc1 (stereo unspecified)	0.9	4.3	0.8	3.3	-0.4	1.1	-1.1	-0.5	-0.2
42	O=C1CCCN1c1ccc([N+](=O)[O-])cc1	2.5	22.1	/	-1.7	-3.3	-0.3	-0.8	1.1	/
43	OCCC1CN(Cc2cccnc2)CCN1CCc1ccccc1 (stereo unspecified)	2.0	1.2	-3.9	3.8	0.0	-0.8	-0.6	-1.4	0.9
44	O=C(NNc1cc(N2CCOCC2)nc(N2CCOCC2)n1)c1ccc([N+](=O)[O-])cc1	-0.3	9.5	/	-15.0	-0.6	-5.5	3.7	-1.0	-0.5
45	O=C1c2cccc3cc([N+](=O)[O-])cc(c23)C(=O)N1c1ccccc1O	-3.3	14.9	-1.4	-9.9	1.4	-0.9	-0.5	/	-1.7
46	COc1ccc(-c2nn(-c3ccccc3)cc2/C=N/Nc2ccc(Cl)c(C(=O)O)c2)cc1OC	8.1	15.5	0.9	15.7	0.5	-0.3	2.9	/	-0.4
47	c1ccc2c(c1)sc1nnnn12	-0.6	-4.3	2.3	-3.1	1.8	/	-2.9	-1.1	9.5
48	CC(C)C(=O)NC(NC(=O)C(C)C)c1ccc([N+](=O)[O-])cc1	1.5	6.0	-2.2	-2.0	i	1.7	-1.1	-0.7	5.3
49	O=C(NCCCCc1ccccc1)c1ccccc1	-1.8	1.2	1.4	7.6	-0.6	3.4	-0.4	/	1.4
50	NS(=O)(=O)c1ccc(Cc2ncc(C(F)(F)F)cc2Cl)s1	1.1	-3.0	-1.4	-4.1	0.3	/	-3.5	4.2	-0.4
51	CC(C)(C)n1ncc2c(=O)n(CC(=O)N3CCN(c4ccccc4)CC3)cnc21	-0.4	6.3	/	1.8	/	/	0.2	-2.0	-2.2
52	CC(=O)Nc1ccc(NC(=O)c2cc(-c3ccc(C)c(C)c3O)n[nH]2)cc1	2.1	-2.1	2.8	2.0	i	0.4	-2.7	-1.2	0.9
53	O=C(NCCS(=O)(=O)N1CCN(c2ccccc2)CC1)C1CC1	2.7	-10.7	2.7	0.1	0.7	1.0	-3.3	4.0	-0.7
54	CCC(C)NC(=O)c1cc(CC(C)C)on1 (stereo unspecified)	-0.7	13.3	-0.9	-1.9	-0.3	0.7	-0.3	-1.1	-0.6
55	O=C(Nc1ccc2c(c1)OCO2)Nc1ccc(Br)cn1	-1.8	5.5	2.4	8.0	i	/	-1.6	0.4	-1.8
56	COc1ccccc1CCC(=O)OCC(=O)Nc1ccc(S(N)(=O)=O)cc1	1.9	4.3	3.4	-0.7	-0.3	1.1	-1.4	-0.9	-0.7
57	NC(Cc1ccccc1)c1csc(Nc2ccc(C(=O)c3ccccc3)cc2)n1 (stereo unspecified)	4.6	13.3	/	-8.3	i	-2.2	-7.9	0.6	/
58	Cc1ccc(S(=O)(=O)N(C)C)cc1NC(=O)COC(=O)C1CCCC1	4.5	-0.7	/	4.1	-1.7	0.1	-0.7	-0.5	-1.0
59	CC(C)N1CCC2(CC1)NC(CO)(CO)CO2	5.4	12.2	3.7	5.3	-2.9	/	0.0	0.8	-1.6
60	N#Cc1c2c(c(NCc3cccnc3)n3c1nc1ccccc13)CCC2	19.1	9.4	1.3	12.4	i	/	0.2	0.9	-0.7
61	CCCCn1c(SCC(=O)N2CCCC2)nnc1-c1ccccc1	1.7	-9.2	-2.5	-2.8	0.7	/	-3.1	/	0.3
62	CC(C)CCOc1ccc(NC(=O)C2OC3OC(C)(C)OC3C3OC(C)(C)OC23)cc1 (stereo unspecified)	2.8	3.0	0.5	1.8	-0.1	/	-0.4	-3.0	-0.1
63	CCn1c(C(=O)NCCCc2ccccc2)cc2sccc21	0.6	5.5	1.0	-5.9	-0.3	/	1.6	-1.4	5.3
64	O=C(c1ccccc1)N1CCN(Cc2ccccc2C(F)(F)F)CC1	2.5	-3.8	2.1	11.0	-0.3	2.3	-1.8	/	0.8
65	CC(=O)c1cccc(NC(=O)c2ccccc2N(Cc2ccccc2)S(C)(=O)=O)c1	0.7	-7.0	0.7	-2.2	i	-0.2	-4.8	-3.6	-0.2
66	Cc1ccccc1OCCCCN1CCCCC1	0.1	1.5	-0.9	-5.2	-0.7	0.6	-1.8	-1.9	0.1
67	C/C(N)=C(/C#N)C(=O)COC(=O)CCSc1ccccc1Cl	-8.6	0.0	-5.8	-2.8	i	/	-5.5	0.6	0.3

# Assay outcomes as filed in PubChem.
